PRMT1 inh = PRMT1 methyltransferase inhibitors, primary screen, biochemical, fluorescence polarization; Protein arginine N-methyltransferase 1 (Homo sapiens), Q99873; recombinant PRMT1, activity-based probe fluorescence polarization; inhibition, % at 2.79 µM; 370,000 tested, 1.3% active; AID 652257, 2013;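 active = inhibition above about 21% made by adding two undisclosed values, limit read from the data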
Target sequence (Q99873 whole entry, looked up): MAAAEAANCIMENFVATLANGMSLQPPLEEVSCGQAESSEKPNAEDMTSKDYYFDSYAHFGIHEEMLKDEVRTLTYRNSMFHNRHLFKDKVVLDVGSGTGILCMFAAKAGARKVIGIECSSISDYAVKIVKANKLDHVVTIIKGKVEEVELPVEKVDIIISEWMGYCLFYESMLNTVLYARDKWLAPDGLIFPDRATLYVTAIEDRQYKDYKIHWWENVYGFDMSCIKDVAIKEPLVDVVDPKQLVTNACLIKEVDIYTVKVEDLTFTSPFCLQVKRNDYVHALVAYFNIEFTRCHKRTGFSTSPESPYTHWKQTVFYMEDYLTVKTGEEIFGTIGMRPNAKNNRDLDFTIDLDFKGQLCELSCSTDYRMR
TCR-CD3 inh = inhibitors of human TCR-CD3 interaction, primary screen, biochemical, fluorescence, TAMRA-labeled TCR probe. inhibition, % at 9.4 µM. AID 651800, 2012. 360,000 tested, 0.37% active; in the data active = inhibition above about 19%;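 note: recombinant mutant TCR 2C K166C tagged with TAMRA read by polarization; 0% = receptor in buffer alone and 100% = receptor with positive control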
mABHD4 FP = ABHD4 inhibitors, primary screen, biochemical, fluorescence polarization, mouse; inhibition, % at 8.92 µM; 370,000 tested, 0.54% active; (Lyso)-N-acylphosphatidylethanolamine lipase (Mus musculus), Q8VD66; AID 720543, 2013; purified mABHD4, FP-Rh probe fluorescence polarization;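 active = inhibition exceeding the mean over every tested compound plus 3 SD, cut at about 30% in these data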;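 note: 0% = plate median of compound wells and 100% = S159A mutant with DMSO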
Target sequence (Q8VD66 whole entry, looked up): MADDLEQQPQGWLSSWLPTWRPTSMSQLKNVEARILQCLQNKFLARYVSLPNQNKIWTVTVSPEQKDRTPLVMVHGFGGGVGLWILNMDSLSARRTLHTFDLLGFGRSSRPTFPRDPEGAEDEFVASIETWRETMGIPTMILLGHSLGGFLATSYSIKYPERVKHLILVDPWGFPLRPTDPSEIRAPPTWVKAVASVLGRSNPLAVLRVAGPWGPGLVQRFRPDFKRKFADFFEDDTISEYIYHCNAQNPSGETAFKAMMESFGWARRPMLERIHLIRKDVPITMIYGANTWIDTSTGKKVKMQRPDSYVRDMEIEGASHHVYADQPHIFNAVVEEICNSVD
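Test system: mABHD4 protein; Read-out basis: % inhibition; Incubation: 45 min + 60 min at 25 °C; Repeats: single replicate; Technique: fluorescence polarization with parallel and perpendicular emission, 525/598 nm; Compound: 8.92 µM, single dose; Benchmarks: full inhibition S159A mutant plus DMSO, zero as sample-well median.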
SIAE inh = human SIAE inhibitors, primary screen, biochemical, fluorescence polarization, FP-Rh probe, 1536-well HTS; Sialate O-acetylesterase (Homo sapiens), Q9HAT2; SIAE FP-Rh probe binding; inhibition, % at 9.66 µM; 370,000 tested, 0.69% active; AID 1053197, 2014;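 active = inhibition above a cutoff: mean of compounds within the control limits plus 3 SD of those, cut at about 17% in these data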;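 note: 0% = plate median of compound wells and 100% = probe without SIAE protein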
HTRA1 inhibitor = HTRA1 serine protease inhibitors, primary screen, biochemical, fluorescence polarization, HTS; Q92743; recombinant HTRA1, FP-rhodamine activity-based probe; inhibition, % at 5.96 µM; 340,000 tested, 0.5% active; in the data active = inhibition above about 36%;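 note: 0% = enzyme with DMSO and 100% = wells lacking enzyme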
UHRF1 binding = UHRF1 methylated DNA binding inhibitors, primary screen, counter-screen for MBD2 inhibitor project, biochemical, TR-FRET, human UHRF1, single concentration; E3 ubiquitin-protein ligase UHRF1 (Homo sapiens), Q96T88; UHRF1 binding to methylated oligo; inhibition, % at 4.4 µM; 370,000 tested, 0.75% active; in the data active = inhibition above about 21%;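 note: UHRF1 SRA domain binding a hemimethylated CpG hairpin DNA probe; 0% = median of test compound wells and 100% = reference inhibitor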
LEDGF integ inh = blockers of LEDGF/p75-dependent integrase strand transfer – biochemical, TR-FRET, high throughput, primary screen. HIV-1 integrase (with human LEDGF/p75). TR-FRET IN-LEDGF/p75 DNA integration, Eu/Cy5. inhibition, % at 3.7 µM. 370,000 tested, 0.64% active;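 active = inhibition above the screen-wide mean plus 3 SD, cut at about 13% in these data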;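 note: signal is the Cy5 over europium emission ratio at 671 and 618 nm; 0% = plate median of compound wells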
DDE Tn7 FP inh = inhibitors of Tn7 peptide binding to fibrin DD(E), primary screen, biochemical, fluorescence polarization, human fibrin, Tn7 probe; FP displacement of FITC-Tn7 peptide from fibrin DD(E); 0% = median of compound wells per plate; 370,000 tested, 0.13% active; inhibition, % at 8.3 µM;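 active = inhibition above the mean of compounds falling within the control limits plus 3 SD of them, cut at about 14% in these data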;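 note: 0% = plate median of compound wells and 100% = 10 µM Aha-Tn7 peptide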
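Assay system: Human clot-derived fibrin DD(E) complex | Buffer or medium: Tris/NaCl/CaCl2 buffer, pH 7.8 | Repeats: One replicate per compound | Benchmarks: Aha-Tn7 high control | Measure: % inhibition scaled between sample-field median and high-control FP | Schedule: 10 min plus 3 h, room temperature | Signal: Fluorescence polarization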
TDP2 inh = human TDP2 enzyme inhibitors, primary screen, biochemical, epi absorbance, recombinant enzyme | 370,000 tested, 0.34% active | inhibition, % at 12.8 µM | T5PNP hydrolysis, p-nitrophenol absorbance 415 nm;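 active = inhibition above the mean of all tested compounds plus 3 SD, set per campaign, cut at about 25% in these data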;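 note: 0% = DMSO with enzyme and 100% = buffer with substrate but no TDP2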
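System: recombinant human TDP2 / Amount: 120 nM TDP2 per well / Also added: 5 mM T5PNP chromogenic substrate / Doses: 12.8 µM single point, 1% DMSO / Incubation: 2 h at 37 °C / Detection: p-Nitrophenol epi absorbance / Evaluation: % inhibition relative to enzyme-containing and enzyme-free wells / Repeats: singlicate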
PG9 binder = binders of HIV-1 gp120 antibody PG9, primary screen, biochemical, TR-FRET; HIV-1 gp120 / PG9 antibody interaction; TR-FRET gp120-PG9 antibody binding; inhibition, % at 6.7 µM; 360,000 tested, 0.43% active; AID 624416, 2012; in the data active = inhibition above about 8.5%
* marks the source's active call; other numbers are inactive results; . = not tested or not shown.

Start of the data: the first 3 entries (preview)
SMILES	PRMT1 inh	TCR-CD3 inh	mABHD4 FP	SIAE inh	HTRA1 inhibitor	UHRF1 binding	LEDGF integ inh	DDE Tn7 FP inh	TDP2 inh	PG9 binder
Cn1c(SCC(=O)Nc2ccc3c(c2)OCCO3)nnc1-c1cccnc1	4	6	1	2	5	0	0	12	4	1.1
Cc1c(C)n(C)c2ccc(C(=O)NCCCN3CCCCC3C)cc12 (centres undefined)	-2	3	3	2	6	2	-1	-9	6	-3.8
CS(=O)(=O)Nc1cccc(C2=NN(S(=O)(=O)c3ccccc3)C(c3ccco3)C2)c1 (centres undefined)	21	-17	-15	-15	-3	7	1	-5	3	0.6

Results, from the start:
SMILES	PRMT1 inh	TCR-CD3 inh	mABHD4 FP	SIAE inh	HTRA1 inhibitor	UHRF1 binding	LEDGF integ inh	DDE Tn7 FP inh	TDP2 inh	PG9 binder
Cn1c(SCC(=O)Nc2ccc3c(c2)OCCO3)nnc1-c1cccnc1	4	6	1	2	5	0	0	12	4	1.1
Cc1c(C)n(C)c2ccc(C(=O)NCCCN3CCCCC3C)cc12 (centres undefined)	-2	3	3	2	6	2	-1	-9	6	-3.8
CS(=O)(=O)Nc1cccc(C2=NN(S(=O)(=O)c3ccccc3)C(c3ccco3)C2)c1 (centres undefined)	21	-17	-15	-15	-3	7	1	-5	3	0.6
CCOc1ccc(S(=O)(=O)Nc2cccnc2)cc1	0	-5	1	-2	7	0	0	-2	2	-1.5
COc1ccc(N=C(C)c2sc3ccccc3c2O)cc1	9	-6	5	11	6	0	2	1	-7	0.5
O=C(NC1CCCCC1)C(c1cccs1)N(Cc1cccs1)C(=O)c1cccs1 (centres undefined)	0	-3	-10	-12	-35	0	1	8	2	1.2
CN(Cc1ccncn1)C(=O)C1CCC(=O)N(Cc2cccc(C(F)(F)F)c2)C1 (centres undefined)	1	1	2	-1	1	1	0	-3	5	-0.8
NC(=O)NN=C1CCN2CCCc3cccc1c32	-1	2	5	5	3	-2	1	0	7	-6.0
Cc1ccc(S(=O)(=O)Nc2ccccc2N2CCOCC2)cc1	-1	-3	-7	8	8	2	1	-2	1	0.9
CC(C)CC(CCc1ccccc1)OS(N)(=O)=O (centres undefined)	2	-10	-10	3	-4	6	1	-2	4	3.0
CCN(CC)c1ccc(NC(=O)CN2CCN(CC(=O)Nc3ccccc3F)CC2)cc1	0	-5	4	3	0	-3	1	4	3	-2.3
CC(C)(C)c1cc(C(=O)N/N=C/c2ccccn2)n[nH]1	3	-7	7	-7	3	-1	0	0	-1	-2.2
Cc1cc(Cl)ccc1C(O)c1ncc(-c2cccc(F)c2)[nH]1 (centres undefined)	3	-5	4	1	.	2	-3	4	3	-2.8
COc1cc(CNC(C)(C)CO)ccc1OCC(=O)NC(C)(C)C	-2	8	8	6	1	0	2	-1	2	-2.0
Clc1ccccc1/C=N/Nc1cc(N2CCOCC2)ncn1	1	2	-3	4	14	-2	5	-1	5	-1.3

3 consecutive entries from above, for reference:
SMILES	PRMT1 inh	TCR-CD3 inh	mABHD4 FP	SIAE inh	HTRA1 inhibitor	UHRF1 binding	LEDGF integ inh	DDE Tn7 FP inh	TDP2 inh	PG9 binder
Cc1cc(Cl)ccc1C(O)c1ncc(-c2cccc(F)c2)[nH]1 (centres undefined)	3	-5	4	1	.	2	-3	4	3	-2.8
COc1cc(CNC(C)(C)CO)ccc1OCC(=O)NC(C)(C)C	-2	8	8	6	1	0	2	-1	2	-2.0
Clc1ccccc1/C=N/Nc1cc(N2CCOCC2)ncn1	1	2	-3	4	14	-2	5	-1	5	-1.3

Later entries
SMILES	PRMT1 inh	TCR-CD3 inh	mABHD4 FP	SIAE inh	HTRA1 inhibitor	UHRF1 binding	LEDGF integ inh	DDE Tn7 FP inh	TDP2 inh	PG9 binder
COc1ccc(S(=O)(=O)N(CC(=O)N2CCN(c3ccccc3)CC2)c2ccccc2)cc1	-1	9	-2	-2	4	-1	-3	-1	-10	-1.2
CCN(Cc1ccncc1)C(=O)Cc1cccs1	2	-1	5	0	-7	1	0	3	2	0.6
CC(C)N(C(=O)Nc1ccc2nccnc2c1)C(C)C	1	6	10	0	17	-7	-1	-4	-13	-3.1
CS(=O)(=O)N(CC(=O)NCCc1ccccc1)C1CCCCC1	0	-3	6	3	-1	0	-2	10	-2	-0.6
COCCN1Cc2cccc(C(=O)Nc3cc(C)cc(C)c3)c2C1=O	0	-7	0	-6	-19	-1	2	-7	2	-1.2
Cc1cn2c(=O)c(C(=O)N3CCN(c4ccccc4Cl)CC3)cnc2s1	0	10	1	-3	-3	-1	5	-2	-12	-0.3
N#Cc1ccc(-c2nc3ccc(Br)cn3c2Cc2ccccc2C(F)(F)F)cc1	2	-6	-8	-11	.	1	2	-3	-7	1.1
COc1cc(CC(=O)NCc2ccco2)cc(OC)c1OC	-1	6	1	5	6	-2	4	-2	-1	0.7
CC(=O)Nc1ccc(NCCc2cccs2)cc1	-1	2	-6	4	.	-1	-2	-7	1	-4.5
CN(C)S(=O)(=O)c1ccc(N2CCN(S(=O)(=O)c3ccc(F)cc3)CC2)c(Cl)c1	-2	-6	13	-2	-15	-3	-1	1	10	1.3

Bioassay records (PubChem)

Random draw from the library, and some 4.2% of all compounds hit somewhere here.
